Compound activity (PubChem BioAssay)
CF NFkB block = cystic fibrosis NF-kB activation inhibition; KKLEB NF-kB-GFP reporter, PAF-induced, GFP fluorescence overnight; AID 588850; inhibition, % at 5 µM; 360,000 tested, 0.86% active;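 active = at least 50% inhibition at 5 µM, scaled per plate between neutral and stimulator controls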;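 also: PAF is a Pseudomonas aeruginosa culture filtrate used as stimulus; plate controls were PAF-stimulated DMSO wells for no effect and unstimulated DMSO wells for full effect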
NCOA1 inh = inhibitors of human steroid receptor coactivator 1 (SRC1); Q15788; HEK293 GAL4-SRC1 luciferase reporter, luminescence; inhibition, % at 3.6 µM; 360,000 tested, 0.12% active;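 active = inhibition above the campaign mean plus 3 SD, with each screening campaign given its own cutoff, cut at about 60% in these data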;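 also: 0% = DMSO treated cells and 100% = gossypol at 36 µM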
TRAIL sens C8 = caspase-8 TRAIL sensitization; NB7+C8 cells + TRAIL, ATPlite viability luminescence; inhibition (viability loss, TRAIL sensitization), % at 10 µM; 360,000 tested, 1% active;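 active = compounds causing at least 50% loss of cell viability in the single-dose screen, relative to plate controls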
COUP-TFII inh = blocks human COUP-TFII nuclear receptor. AID 686940. inhibition, % at 8.6 µM. 370,000 tested, 0.7% active. P24468. HEK293T NGFI-A luciferase reporter, luminescence;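 active = inhibition above a per-plate cutoff, mean inhibition of test wells between control levels plus 3 SD, cut at about 38% in these data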;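 also: cells cotransfected with COUP-TFII expression vector driving the NGFI-A reporter; 0% = median of COUP-TF2 test wells and 100% = reporter-only cells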
TROY NFkB inh = blocks TROY-dependent signaling in reporter cells; 360,000 tested, 0.98% active; Q293 LMP1-TROYcd NF-kB luciferase reporter, 4 h; inhibition, % at 10 µM;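 active = compounds whose plate-normalised and pattern-corrected inhibition of the luciferase reporter signal at the single screening dose is 50% or more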
NCOA3 inh = inhibits human SRC3 coactivator; Q9Y6Q9; HEK293 GAL4-SRC3 luciferase reporter, luminescence; inhibition, % at 3.6 µM; 360,000 tested, 0.17% active;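 active = inhibition above a per-campaign cutoff, the mean of all compounds plus 3 SD, cut at about 60% in these data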;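 also: 0% = DMSO-treated cells and 100% = gossypol-treated cells at 36 µM; higher means less SRC3-driven luciferase light from the GAL4 reporter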
LMP1 NFkB inh = Epstein-Barr LMP1 NF-kappaB reporter inhibition; LMP1-induced NF-kappaB luciferase reporter cells, luminescence; inhibition, % at 12.5 µM; 350,000 tested, 0.69% active; in the data active = inhibition above about 41%;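 also: 0% = neutral control wells and 100% = reference inhibitor control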
KKLEB tox = CF airway cell cytotoxicity counter-screen; 360,000 tested, 0.36% active; KKLEB CF airway cells viability, ATPlite luminescence, overnight; hits give low values; cells stimulated with P. aeruginosa culture filtrate; activity change (cytotoxicity), % at 5 µM;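 active = corrected activity change at or below -50% at 5 µM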
TWEAK-Fn14 inh = blocks TWEAK-Fn14 interaction in a reporter cell assay; TWEAK-stimulated Fn14 reporter cells, luciferase luminescence, 8 h; inhibition, % at 10 µM; 360,000 tested, 2% active; in the data active = inhibition above about 50%
SRC2 inh = human SRC2 (NCOA2) inhibition. inhibition, % at 9 µM. 370,000 tested, 0.17% active. AID 651957. HEK293 GAL4-SRC2 luciferase reporter, luminescence. Q15596;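 active = inhibition above the mean inhibition of all tested compounds plus 3 SD, set per campaign, cut at about 52% in these data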;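 also: 0% = DMSO treated cells and 100% = cells given Gossypol at 36 µM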
LRH-1 inv ag = suppresses constitutive activity of human LRH-1. O00482. HEK293T StAR-luciferase reporter, LRH-1 transfected, 24 h. inhibition, % at 3.6 µM. 360,000 tested, 0.13% active. AID 602396;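 active = inhibition above the mean inhibition of all tested compounds plus 3 SD, cut at about 73% in these data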;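 also: 0% = DMSO wells and 100% = reporter-only cells lacking LRH-1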
Numbers without * were called inactive; · = no result given.

1. Cc1ccc(C)c(-n2c(CNC(=O)c3ccco3)nnc2SCC(=O)Nc2nccs2)c1
2. O=C(NNC(=S)Nc1ccc(Br)cc1)c1ccccc1Br
3. Nn1c(COc2ccccc2F)nnc1SCC(=O)NCC1CCCO1 (stereo unspecified)
4. N#CCNC(=O)c1nn2c(C(F)(F)F)cc(-c3ccccc3)nc2c1Br
5. O=C(NCc1ccc(F)cc1)c1noc2c1CCCC2
6. CCOC(=O)c1c(C)[nH]c(C2=NNC(=NC(C)COC)SC2)c1C (stereo unspecified)
7. N#C/C(=C\C1=C(N2CCOCC2)C(=C\c2ccccc2)/CC1)C(=O)Nc1ccccc1F
8. O=C(NC(Nc1nc2ccccc2s1)(C(F)(F)F)C(F)(F)F)c1ccccc1
Screen / compound no.	1	2	3	4	5	6	7	8
CF NFkB block	0	-10	-9	8	-12	-25	5	3
NCOA1 inh	-11	-39	6	-12	-15	-94	-18	2
TRAIL sens C8	-1	10	-18	-4	7	32	12	-7
COUP-TFII inh	-2	-12	-6	1	·	-32	4	0
TROY NFkB inh	16	-32	2	-14	-6	-64	-2	-6
NCOA3 inh	19	2	-5	-25	-19	-81	-1	7
LMP1 NFkB inh	-4	-6	-8	3	-8	16	21	-15
KKLEB tox	-7	3	6	11	15	8	-4	-5
TWEAK-Fn14 inh	-7	-17	-4	-39	-3	-3	11	-1
SRC2 inh	5	-19	12	-17	·	-49	-3	-4
LRH-1 inv ag	-6	-15	-4	4	-20	-107	8	2

9. COc1ccccc1/C=C/C(=O)N1CCC(c2ccccc2)C1 (stereo unspecified)
10. Cc1cccc(NS(=O)(=O)c2cc(C(=O)N3CCN(C)CC3)ccc2C)c1
11. COc1ccccc1C1C(C(C)=O)=C(C)N=c2s/c(=C\c3cc(OC)c(OC)c(OC)c3)c(=O)n21 (stereo unspecified)
12. COc1ccccc1-c1cc(N)n[nH]1
13. O=CN(Cc1ccco1)C1(C(=O)NC2CCCCC2)CCCCC1
14. CSCCC(NC(=O)c1ccccc1)C(=O)N/N=C(\C)Cc1ccccc1 (stereo unspecified)
15. Cc1cccnc1NC(N)=S
16. CCCCN(C)c1c(C)nc2ccc(C(=O)N(C)CCN(C)C)cn12
Screen / compound no.	9	10	11	12	13	14	15	16
CF NFkB block	-26	3	18	0	-7	19	7	-23
NCOA1 inh	-74	-12	4	-3	-6	-16	-19	7
TRAIL sens C8	3	-6	22	2	-27	-9	-1	-15
COUP-TFII inh	-24	1	2	25	2	4	-3	8
TROY NFkB inh	-87	-1	7	3	0	12	-13	-4
NCOA3 inh	-53	15	-10	10	5	26	3	4
LMP1 NFkB inh	-30	1	26	-2	-3	-6	2	·
KKLEB tox	-7	-12	7	2	-3	-2	8	4
TWEAK-Fn14 inh	-36	-13	26	4	-7	0	-5	-11
SRC2 inh	-55	9	-7	2	-26	-19	-32	-2
LRH-1 inv ag	-60	8	-1	-3	14	12	-15	-2

17. COc1ccc(C(=O)[C@H]2[C@H]3C(=O)N(c4ccccc4)C(=O)[C@H]3C3C=CC=NN32)cc1 (stereo partly specified)
18. CCc1cc(C(=O)NNC(=S)Nc2cccc(C)c2)cs1
19. CC1CC(C)CN(C(=O)CN2C(=O)NC(c3ccccc3)(c3ccccc3)C2=O)C1 (stereo unspecified)
20. COc1ccc(-n2c(CCc3ccccc3)nnc2SCC(=O)c2ccccc2)cc1
21. C=CCn1c(SCc2ccccc2F)nc2cc(C(=O)O)ccc2c1=O
22. Cc1nc2ccccc2c(=O)n1CCCO
23. Clc1cccc(NCc2ccccc2)n1
24. O=C(CSc1nnc(Cc2ccccc2)o1)NCc1ccco1
Screen / compound no.	17	18	19	20	21	22	23	24
CF NFkB block	0	2	-9	-32	18	-5	12	-5
NCOA1 inh	-32	-85	-7	-6	-5	-18	-10	2
TRAIL sens C8	0	14	-4	8	-4	-15	9	1
COUP-TFII inh	-17	-44	3	-2	-17	17	1	-4
TROY NFkB inh	-7	-71	8	-9	-7	-1	-31	-9
NCOA3 inh	-1	-66	-5	15	-1	-4	5	9
LMP1 NFkB inh	·	-18	-5	-7	2	-2	-2	-2
KKLEB tox	-4	-2	5	10	-4	2	3	8
TWEAK-Fn14 inh	16	-7	-32	-4	2	-8	-7	-2
SRC2 inh	-17	-40	19	-10	11	-33	-17	6
LRH-1 inv ag	10	-145	-6	12	-10	7	15	-29

25. COc1ccc(S(=O)(=O)NC(=O)C2(C)CCN2C(=O)Cc2ccc(C(C)(C)C)cc2)cc1 (stereo unspecified)
26. COc1ccccc1CNC(=O)c1ccc(NS(C)(=O)=O)cc1
27. NC(N)=NC(N)=Nc1cccc(Cl)c1
28. CCOC(=O)c1cccc(NS(=O)(=O)c2ccc(NC(C)=O)cc2)c1
29. C=C1CSc2nc(=O)c3c4c(sc3n21)CCC4
30. COc1ccc(C)cc1NC(=O)C1COc2ccccc2O1 (stereo unspecified)
31. COc1ccc([N+](=O)[O-])cc1N(CC1CO1)S(=O)(=O)c1ccc(C)cc1 (stereo unspecified)
32. CCNS(=O)(=O)c1ccc(CCC(=O)N2CCc3ccccc3C2)cc1
Screen / compound no.	25	26	27	28	29	30	31	32
CF NFkB block	4	20	-9	52*	-4	2	4	-1
NCOA1 inh	9	-12	-21	39	19	-45	-5	24
TRAIL sens C8	6	7	-7	9	-1	-8	1	-6
COUP-TFII inh	15	13	-3	39*	-17	9	1	3
TROY NFkB inh	-15	-1	3	42	-13	-57	-3	-18
NCOA3 inh	-19	4	2	34	1	-32	8	-4
LMP1 NFkB inh	·	-3	5	15	5	1	-10	6
KKLEB tox	-8	-7	2	0	1	0	-4	-4
TWEAK-Fn14 inh	10	-2	8	24	-6	4	-14	10
SRC2 inh	-5	-22	-7	44	5	-83	-22	22
LRH-1 inv ag	0	10	-3	16	-12	-43	-12	3

33. CCCC(=O)c1c(C)c2ccccc2n1C
34. Cc1cc2cccc(C)c2nc1SCC(=O)NNC(=O)c1ccco1
35. CCCOc1ccc(C2c3c(oc4cc(C)c(C)cc4c3=O)C(=O)N2CCCN2CCOCC2)cc1 (stereo unspecified)
36. CC(C)Oc1cc(NC(=O)CSCC(=O)Nc2cccc(C(F)(F)F)c2)c(Cl)cc1Cl
37. NC(=NCCc1c[nH]c2ccccc12)NS(=O)(=O)c1ccc2ccccc2c1
38. Cc1cccc(N2CCN(CC(=O)NCc3ccccc3)CC2)c1C
39. CCCn1c(C)cc(C(=O)CSc2nc3nc(C)cc(C)n3n2)c1C
40. CC(C)Cn1c(N)c(S(=O)(=O)c2cccs2)c2nc3ccccc3nc21
Screen / compound no.	33	34	35	36	37	38	39	40
CF NFkB block	11	-17	-24	-20	18	-1	-14	13
NCOA1 inh	-29	-14	3	-21	-17	14	-9	-4
TRAIL sens C8	-18	-7	10	10	1	-1	7	2
COUP-TFII inh	0	3	0	0	20	6	-10	2
TROY NFkB inh	-15	-7	4	25	30	-17	-2	67*
NCOA3 inh	-1	6	14	-4	26	-4	9	21
LMP1 NFkB inh	5	-1	-2	1	7	0	5	-1
KKLEB tox	-5	-2	21	-10	4	-1	9	-10
TWEAK-Fn14 inh	15	-1	0	-3	34	-6	8	41
SRC2 inh	-20	-4	9	17	3	5	11	-9
LRH-1 inv ag	23	-5	-31	-10	6	-5	0	18

41. CC1(C(=O)Nc2cccc(S(=O)(=O)N3CCOCC3)c2)Cc2ccccc2C(=O)O1 (stereo unspecified)
42. O=C(Nc1cccc([N+](=O)[O-])c1)Nc1ccc2c(c1)CCC2
43. CCN1CCN(CCCCOc2ccccc2F)CC1
44. CC(CN(C)Cc1ccccc1)OC(=O)c1cccs1 (stereo unspecified)
45. CCn1cnc2c1c(=O)n(CC(=O)OC)c(=O)n2Cc1ccccc1
46. CC(C)CN(C(=O)CSc1ncnc2ccccc12)C1CCS(=O)(=O)C1 (stereo unspecified)
47. CCC(Cc1ccccc1)NC(=O)CCNS(=O)(=O)c1cc(Br)cnc1N (stereo unspecified)
48. CN(C(=O)c1cccs1)c1ccc(OCC(=O)N2CCC(C(N)=O)CC2)cc1
Screen / compound no.	41	42	43	44	45	46	47	48
CF NFkB block	-12	27	-5	-28	3	19	11	2
NCOA1 inh	-20	-48	-6	-5	11	8	26	-2
TRAIL sens C8	-5	15	-2	-9	-2	12	-19	7
COUP-TFII inh	5	-33	-14	-2	21	-10	10	5
TROY NFkB inh	3	20	-12	4	7	2	-4	-1
NCOA3 inh	-11	-39	-7	-2	-29	0	8	16
LMP1 NFkB inh	-2	-7	3	-5	2	6	4	-6
KKLEB tox	8	-9	-4	3	-16	-6	-8	6
TWEAK-Fn14 inh	-14	43	-10	-16	10	8	-2	11
SRC2 inh	-17	-42	-10	5	-7	-3	20	-32
LRH-1 inv ag	-10	2	-12	14	-2	-10	8	10

From no. 38 up to 45, as listed above:
38. Cc1cccc(N2CCN(CC(=O)NCc3ccccc3)CC2)c1C
39. CCCn1c(C)cc(C(=O)CSc2nc3nc(C)cc(C)n3n2)c1C
40. CC(C)Cn1c(N)c(S(=O)(=O)c2cccs2)c2nc3ccccc3nc21
41. CC1(C(=O)Nc2cccc(S(=O)(=O)N3CCOCC3)c2)Cc2ccccc2C(=O)O1 (stereo unspecified)
42. O=C(Nc1cccc([N+](=O)[O-])c1)Nc1ccc2c(c1)CCC2
43. CCN1CCN(CCCCOc2ccccc2F)CC1
44. CC(CN(C)Cc1ccccc1)OC(=O)c1cccs1 (stereo unspecified)
45. CCn1cnc2c1c(=O)n(CC(=O)OC)c(=O)n2Cc1ccccc1
Screen / compound no.	38	39	40	41	42	43	44	45
CF NFkB block	-1	-14	13	-12	27	-5	-28	3
NCOA1 inh	14	-9	-4	-20	-48	-6	-5	11
TRAIL sens C8	-1	7	2	-5	15	-2	-9	-2
COUP-TFII inh	6	-10	2	5	-33	-14	-2	21
TROY NFkB inh	-17	-2	67*	3	20	-12	4	7
NCOA3 inh	-4	9	21	-11	-39	-7	-2	-29
LMP1 NFkB inh	0	5	-1	-2	-7	3	-5	2
KKLEB tox	-1	9	-10	8	-9	-4	3	-16
TWEAK-Fn14 inh	-6	8	41	-14	43	-10	-16	10
SRC2 inh	5	11	-9	-17	-42	-10	5	-7
LRH-1 inv ag	-5	0	18	-10	2	-12	14	-2

Going on with the list.
49. CC(=O)N1CCN(Cc2ccc(Br)s2)CC1
50. CCOC(=O)C1CCN(S(=O)(=O)c2cc(C(=O)N3CCCCC3)ccc2OC)CC1
51. CN1CCC(N(C)S(=O)(=O)c2ccc(NC(=O)COc3cccc(Cl)c3)cc2)CC1
52. CCCCNC(=O)C[C@@H]1C[C@@]2(C(=O)OCC)CCCC=C2N(Cc2ccco2)C1=O
53. CC(C)CC(NC(=O)C1CCC(C)CC1)C(=O)NCc1cccnc1 (stereo unspecified)
Screen / compound no.	49	50	51	52	53
CF NFkB block	-12	5	5	·	4
NCOA1 inh	8	-13	6	·	-9
TRAIL sens C8	-2	-13	12	-10	7
COUP-TFII inh	-7	-2	-3	0	10
TROY NFkB inh	0	-1	3	1	-17
NCOA3 inh	-13	6	-16	·	2
LMP1 NFkB inh	2	7	-4	·	9
KKLEB tox	14	7	32	·	-3
TWEAK-Fn14 inh	-4	2	-8	6	-5
SRC2 inh	-9	2	6	-24	1
LRH-1 inv ag	-12	-21	13	-21	3
